# mouse EphA4 binding – inhibitors of EphA4 binding to KYL peptide, primary screen, biochemical, colorimetric, mouse EphA4 (AID 689); Ephrin type-A receptor 4 (Mus musculus); 62,000 tested, 0.1% active; inhibition, % at 10 µM, or IC50 in µM where a hit was titrated; EphA4-AP binding to KYL peptide, pNPP A405; higher % means a stronger effect; in the data active = a potency from the dose series; inactive = the rest, 99 in 100 with inhibition below about 22%
# The depositor's hits bear a star; & = joins results of further samples. These rows are one share of the data, so the mix of outcomes need not match the whole.
molecule	mouse EphA4 binding
O=C1C(=O)N(c2cccc(Cl)c2)C(c2ccccc2[N+](=O)[O-])/C1=C(\O)c1ccccc1 (stereo unspecified)	3%
Cc1cc(C(N)=O)c(-c2ccccc2)o1	0%
CC(C)COc1ccc(C(=O)Nc2cccc([N+](=O)[O-])c2)cc1	5%
O=C(CSc1nc2c(cnn2-c2ccc(F)cc2)c(=O)[nH]1)N1CCOCC1	19%
COc1cc(/C=N/NC(N)=O)cc(Br)c1OCc1ccccc1C	8%
O=C1N=C(N2CCOCC2)SC1=C1CCCCC1	-10%
COc1c(Cl)ccc(Cl)c1C(=O)OCC(=O)O	-2%
Cc1ccc(C2=[N+]([O-])C3(CCCCC/C3=N\NC(N)=O)N(O)C2(C)C)o1 (stereo unspecified)	-15%
Cc1ncc(C[n+]2csc(CCOC(=O)CC3C4CC5CC(C4)CC3C5)c2C)c(N)n1 (stereo unspecified)	-6%
CC1(C)CC(=O)C2=C(C1)N(C1CCCCC1)C(=O)C2(O)C(F)(F)F (stereo unspecified)	-4%
CC(C)CC(OC(=O)c1cccs1)C(=O)NCC1CCCO1 (stereo unspecified)	2%
Cc1csc(N/N=C/c2ccc(O)c([N+](=O)[O-])c2)n1	16%
Cc1nc(C2CC(=O)OC23CCCCC3)cs1 (stereo unspecified)	-4%
CC1CCC(C(C)C)C(OC(=O)COC(=O)c2cccn2C)C1 (stereo unspecified)	19%
COc1ccc(CCNC(=O)C2CC(=O)N(C3CCCC3)C2)cc1OC (stereo unspecified)	-6%
CC(C)C(NC(=O)OCc1ccccc1)C(=O)OCC(=O)N1C(C)CCCC1C (stereo unspecified)	-12%
CCCC[n+]1ccn(-c2nc3ccccc3nc2[N-]S(=O)(=O)c2ccc(C)cc2)c1	-3%
CC12CC3CC(C)(C1)CC(C(=O)Nc1ccc(Cl)cc1)(C3)C2	20%
C=CCN1C(c2ccccc2)=CS/C1=C(\C#N)c1nnc2n1CCCCC2	8%
O=C(NCCc1ccccc1Cl)C(=O)NCc1ccco1	-9%
COc1ccc(C(=O)Nc2ccccc2C(=O)N/N=C/c2ccc(O)c(OC)c2)cc1	-11%
COc1ccc(Cn2nnnc2C(c2cc(OC)ccc2OC)N2CCC(C(N)=O)CC2)cc1 (stereo unspecified)	14%
Cc1ccn2c(NC(=O)c3ccccc3)c(-c3cccs3)nc2c1	-6%&-10%
CCOC(=O)c1cnc(SCC(=O)Nc2ccc(NC(C)=O)c(OC)c2)nc1N	-2%
COc1ccc(Cl)cc1NC(=O)Nn1cnnc1	-12%
O=C1C=C(Nc2ccccc2O)c2ccccc2C1=O	7%
CC1CCc2c(sc(NC(=O)c3ccc(-c4ccccc4[N+](=O)[O-])o3)c2C#N)C1 (stereo unspecified)	0%
O=C1Nc2cc3c(cc2Sc2ccccc21)OCCO3	-13%
O=C(Nc1ccc(Cl)c(Cl)c1)Nn1cnnc1	-8%
Cc1cc(/C=C(/C#N)C(=O)Nc2ccccc2)c(C)n1-c1cccnc1	3%
CCOc1ccc(NC(=O)c2ccccc2CO)cc1	-16%
COc1ccc(-c2cccc(C(=O)NCC(=O)O)c2)cc1	-6%
COc1ccc2ccccc2c1CN1CCN(C(=O)c2ccccc2)CC1	5%
COc1ccccc1OCCSc1nnnn1-c1ccc(C)cc1	-10%
CCCOc1ccc(C2C(C(=O)c3ccc(C)o3)=C(O)C(=O)N2Cc2cccnc2)cc1 (stereo unspecified)	3%
O=c1c2ccccc2c2ccccc2c(=O)n1CC1CCCO1 (stereo unspecified)	2%
N#CC(c1ccc(Cl)cc1)c1ccc(Cl)nn1 (stereo unspecified)	-18%
CCOc1ccccc1NC(=O)CN(c1ccc(OC)cc1)S(C)(=O)=O	2%
CCn1cc([N+](=O)[O-])c(C(=O)Nc2ccc3c(c2)OCCO3)n1	-15%
O=C(Nc1ccc(O)cc1)C1CC=CCC1 (stereo unspecified)	-6%
COCc1nnc(SCC(=O)Nc2cccc(Cl)c2C)n1-c1ccccc1	-14%
Cc1cccc(C)c1NC(=O)c1cc2c(=O)c3ccccc3oc2nc1C(F)(F)F	-2%
O=C1NC(=O)/C(=C/c2cccnc2)S1	-5%
COc1cccc(OCc2nnc(SC)n2C)c1	12%
c1ccc2sc(NC3=NCN(C4CCCCCC4)CN3)nc2c1	-6%
COc1ccc(Cl)cc1NC(=O)COC(=O)CCNC(C)=O	-11%
Cc1cc(Cl)ccc1NC(=O)CCCN1C(=O)CCC1=O	0%
CC(CCc1ccccc1)Nc1cc(N2CCN(S(C)(=O)=O)CC2)ccc1[N+](=O)[O-] (stereo unspecified)	-17%
O=C(Cn1ccc([N+](=O)[O-])n1)NCc1cccs1	-6%
CCN(CC)c1ccc(-c2nn3c(-c4ccccc4OC)nnc3s2)cc1	2%

# Arranged by the number under mouse EphA4 binding (highest first): some entries from above
molecule	mouse EphA4 binding
Cc1csc(N/N=C/c2ccc(O)c([N+](=O)[O-])c2)n1	16%
CCCOc1ccc(C2C(C(=O)c3ccc(C)o3)=C(O)C(=O)N2Cc2cccnc2)cc1 (stereo unspecified)	3%
CCOC(=O)c1cnc(SCC(=O)Nc2ccc(NC(C)=O)c(OC)c2)nc1N	-2%
O=C(Nc1ccc(O)cc1)C1CC=CCC1 (stereo unspecified)	-6%
O=C(Nc1ccc(Cl)c(Cl)c1)Nn1cnnc1	-8%
O=C1Nc2cc3c(cc2Sc2ccccc21)OCCO3	-13%

# Next part:
molecule	mouse EphA4 binding
CCC(=O)Nc1nnc(-c2ccc(OC)cc2)o1	-19%
O=C(CSc1ncnc2sc3c(c12)CCCC3)c1ccco1	1%
O=CNc1ccccc1Oc1ccccc1	-8%
O=C(Oc1ccc2c(c1)OCO2)c1cc2c(s1)CCC2	43%
S=C(NCCOc1cccc2ccccc12)Nc1cccc2ccccc12	9%
Cc1cc(C)n(-c2c(F)c(F)c(COC(=O)c3ccccc3)c(F)c2F)n1	-17%
Cn1nc(-c2ccccc2)c(C(=O)Nc2ccc(C(F)(F)F)cc2)c1Cl	-5%
COc1ccc(-c2cn3c(C)c(C(=O)NCCN4CCOCC4)sc3n2)cc1	6%
O=C(Nc1cccc(O)c1)c1ccc(Br)c(S(=O)(=O)N2CCCCC2)c1	-2%
COc1ccc(CCNC(=O)c2nnn(-c3ccccc3OC)c2N)cc1OC	-23%
COc1ccc(/C=C(\NC(=O)c2ccccc2)C(=O)NCc2ccncc2)cc1	-4%
O=C(NCc1cccnc1)/C(=C/c1ccc(-c2cccc(Cl)c2)o1)S(=O)(=O)c1ccccc1	-13%
Cc1nc2c(-c3ccc(F)cc3)c(C)nn2c(C)c1CCC(=O)N1CCN(c2ccccc2)CC1	7%
COc1ccc(C(=O)Nc2ccccc2C(=O)NCc2ccco2)cc1	0%
O=S(=O)(c1ccc(Cl)s1)N1CCN(C/C=C/c2ccccc2)CC1	7%
CCOc1ccccc1NC(=O)c1ccc(S(=O)(=O)N2CCOCC2)cc1	-7%
COC1CCCCC1NS(=O)(=O)c1ccc(Cl)cc1 (stereo unspecified)	-12%
CCc1nnc(NC(=O)CSc2nnc(-c3ccoc3C)n2-c2cccc(C)c2)s1	0%
Nc1nc2ccc(C(=O)Nc3ccccc3)cc2s1	-3%
CCCc1cc(=O)n2[nH]c(-c3cccc(C)c3)cc2n1	2%
COC(=O)C1=C2SC(C)C(=O)N2C(N)=C(C#N)C1c1cc(OC)c(OC)c(OC)c1 (stereo unspecified)	-16%
Nc1nc(SCC(=O)Nc2ccccc2Sc2ccc(Cl)cc2)n[nH]1	-5%
Cc1ccc(-c2nc3ncccc3o2)cc1NC(=O)COc1cc(C)c(Cl)c(C)c1	4%
COc1ccc(-n2nc3c(c2NC(=O)c2c(F)cccc2Cl)CS(=O)C3)cc1 (stereo unspecified)	-4%
Cc1cccc(OCCNc2nc3c(c(=O)n(C)c(=O)n3C)n2C)c1	-6%
COC(=O)CCC(=O)NNC(=O)c1ccc(Cl)cc1Cl	2%
O=C(O)CCc1nc2ccc(O)cc2[nH]1	7%
Cc1ccc(CSc2nc3c(c(=O)[nH]c(=O)n3C)n2CCC(C)C)cc1	-12%
Cc1c(CCOC(=O)CC23CC4CC(CC(C4)C2)C3)sc[n+]1Cc1ccccc1	-7%
CCOC(=O)Cc1csc(SCC(=O)Nc2cccc(Cl)c2)n1	-20%
COc1cc(-c2nn3c(-c4ccccn4)nnc3s2)cc(OC)c1OC	-21%
Oc1ccc2oc3c(c2c1/C=N/n1cnnc1)CCCC3	4%
c1cncc(-c2nc3ccccc3o2)c1	26%
O=C1Cc2ccccc2C(=O)N1Cc1ccccc1	-7%
CCN1C(=O)/C(=C\c2ccccc2OCc2cccc3ccccc23)SC1=S	0%
COc1cc2c(cc1NC(=O)c1cccc(Br)c1)CCCC2	-5%
CCCCc1nnc(NC(=O)C(C)Sc2nc(C)cc(=O)[nH]2)s1 (stereo unspecified)	-15%
O=C(OCC(=O)N1CCN(C(=O)c2ccco2)CC1)c1cc(=O)c2ccccc2o1	-8%
Cc1ccc(C2=CSC3=NS(=O)(=O)CCN23)cc1C	-12%
COCCn1c(SCc2nc3cc(OC)c(OC)cc3c(=O)[nH]2)nnc1-c1ccncc1	-9%

# Single values from the results shown:
# mouse EphA4 binding, c1cncc(-c2nc3ccccc3o2)c1 reads 26%
# mouse EphA4 binding, O=C(OCC(=O)N1CCN(C(=O)c2ccco2)CC1)c1cc(=O)c2ccccc2o1 reads -8%
# mouse EphA4 binding, COCCn1c(SCc2nc3cc(OC)c(OC)cc3c(=O)[nH]2)nnc1-c1ccncc1 reads -9%
# mouse EphA4 binding, COc1cc2c(cc1NC(=O)c1cccc(Br)c1)CCCC2 reads -5%
# mouse EphA4 binding, O=C1Cc2ccccc2C(=O)N1Cc1ccccc1 reads -7%
# mouse EphA4 binding, COc1cc(-c2nn3c(-c4ccccn4)nnc3s2)cc(OC)c1OC reads -21%
# mouse EphA4 binding, Oc1ccc2oc3c(c2c1/C=N/n1cnnc1)CCCC3 reads 4%

# (further entries)
molecule	mouse EphA4 binding
O=C(Nc1ccc2ccccc2c1)c1ccc(-c2cccc(Cl)c2)o1	-3%
Cc1cc(C)c2c3c(sc2n1)C(=O)N(C)CC(=O)N3	-8%
COc1ccc(/C=C(\C#N)C(=O)N2CCOCC2)cc1Br	-24%
CC1=C(C(=O)OCCCc2ccccc2)C(c2c(F)cccc2Cl)CC(=O)N1 (stereo unspecified)	10%
O=C(NCCCN1CCN(Cc2ccccc2)CC1)C1CCN(S(=O)(=O)N2CCCC2)CC1	-6%
O=C(CSc1nnc(-c2ccc(O)cc2)n1Cc1ccco1)N1CCc2ccccc2C1	-29%
Cc1nc2c(C(=O)NCCC(C)C)c[nH]n2c(=O)c1Cc1ccccc1F	-10%
O=c1c2sc3nc(N4CCOCC4)c4c(c3c2nnn1Cc1ccccc1)CCCC4	-3%
COc1ccc(CNC(=O)c2ccc3nccnc3c2)cc1	-18%
ON=Cc1cccn1-c1ccccc1	-13%
COc1ccc(Cc2nc3ccc(S(=O)(=O)N4CCOCC4)cc3[nH]2)cc1	-12%
CC(C)OCCCNc1ncc2c(n1)CC(c1ccc(N(C)C)cc1)CC2=O (stereo unspecified)	-19%
OC1(c2ccc(F)cc2)CCN(Cc2ccccc2)C1 (stereo unspecified)	-9%
O=C1NC2(CCCCC2)N=C1c1ccc(F)cc1	-10%
CCCCNc1nc(-c2ccccc2)c(C(=O)OCC)cc1C#N	-10%
COc1ccc(/C(C)=N/N=C2/NC(=O)C(CC(=O)Nc3cccc([N+](=O)[O-])c3)S2)cc1 (stereo unspecified)	-8%
NC(=O)COC(=O)c1cc(S(=O)(=O)N2CCOCC2)ccc1N1CCCCC1	0%
COc1cc(C(=O)O)ccc1OC(C)=O	-9%
Cc1cc(N2CC(C(=O)O)CC2=O)ccc1Br (stereo unspecified)	-5%
Brc1ccc(-c2noc(COc3ccc4ccccc4c3)n2)o1	6%
CCCCNCCOCCOc1ccc(F)cc1	-3%
CN(C)CCNc1nc(-c2ccccc2)c2c(c1C#N)CC(C)(C)OC2	-9%
Cc1cccc(N2CCN(C(=S)c3ccc(-c4ccc(Cl)cc4Cl)o3)CC2)c1	2%
CCN(CCNC(=O)CCCn1nc(C)n2c(cc3sccc32)c1=O)c1ccccc1	-8%
Cc1nn(C)c(C)c1/C=N/O	-12%
Cc1cccc(-c2nnc(NC(=O)Nc3ccccc3)s2)c1	5%
O=C(Cn1nnc2ccccc2c1=O)Nc1cc(C(F)(F)F)ccc1N1CCOCC1	-4%
CC1(C)CC(=O)C(C=NC2CC(C)(C)NC(C)(C)C2)=C(O)C1	1%
c1ccc(-n2ncc3c2ncn2nc(-c4ccco4)nc32)cc1	4%
COc1ccc(C(=O)N/C(=C/c2cccs2)C(=O)NCCCn2ccnc2)cc1OC	-9%
CC(Oc1ccccc1Cl)C(=O)N(Cc1ccco1)C1CCS(=O)(=O)C1 (stereo unspecified)	6%
COCCNC(=O)C(=O)NCc1ccc(C)cc1	-3%
O=C(COC(=O)c1ccc2c(c1)OCO2)NCc1ccc(Cl)cc1	-11%
Cc1cc(NC(=O)CCC(=O)N(Cc2ccco2)C2(C(=O)NC3CCCCC3)CCN(C)CC2)no1	-11%
COC(=O)c1ccc2nc(C)c(C)nc2c1	-4%
COC(=O)C1=[N+]([O-])OC(C(=O)OC)C1c1c[nH]c2ccccc12 (stereo unspecified)	-8%
O=C(CNS(=O)(=O)c1cccs1)N1CCN(c2ccccn2)CC1	-22%
CCOC(=O)C1=C(N)OC2=C(C(=O)CC(C)(C)C2)C1c1cccnc1 (stereo unspecified)	-7%
O=C(Oc1ccc2c(c1)OCO2)c1ccncc1	-5%
COc1ccc(CCNC(=O)Cn2c(=O)cnc3ccccc32)cc1	8%
CN(C)/C=C(/C(=O)c1ccc(Cl)cc1)S(=O)(=O)c1ccccc1	6%
Cc1ccccc1NC(=O)Nc1ccccc1C(=O)NCc1ccccc1	-5%
Nc1cccc2nc3ccccc3cc12	-11%
Cc1onc(-c2ccccc2)c1C(=O)Nc1ccc2c(C)cc(=O)oc2c1	2%

# Screening results: PubChem, Sanford-Burnham Center for Chemical Genomics
